TexasRed fluor: Total Fluorescence Counterscreen for Inhibitors of the Interaction of Thyroid Hormone Receptor and Steroid Receptor Coregulator 2; TRb/SRC2 Texas Red total fluorescence interference; Potency, µM (titrated, usually from 106 µM), for inactives: at the top dose fluorescence change, negative = quenching; 280,000 tested, 0.29% active; AID 1479, 2009; active means well fitted curve in either direction with a large enough effect; inconclusive means small, poorly fitted or top-dose-only effect; further: potency means the concentration at half of the fitted maximal effect; on the % scale 0 is the no-effect control and ±100 the full control effect
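Flags fluorescent or light-absorbing compounds by total fluorescence, S + 2P, at 555 nm excitation and 632 nm emission. Mixture: 20 nM Texas Red SRC2 peptide, 0.6 uM human TRb LBD, 1 uM T3, 5% DMSO; compound exposure 5 h at ambient temperature.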
NPSR antagonist: qHTS Assay for Antagonists of the Neuropeptide S Receptor: cAMP Signal Transduction | Q6W5P4 | CHO-NPSR cells, cAMP TR-FRET, antagonist mode | Potency, µM (doses to about 38.3 µM), for inactives: at the top dose activity change, negative = inhibition, actives largely listed as inhibitors | 220,000 tested, 1% active | AID 1461, 2008; further: potency means the concentration at half of the fitted maximal effect; on the % scale 0 is the no-effect control and ±100 the full control effect; nearly all actives have a fitted effect of over 50% in size; many of its hits are not listed in these tables
Target sequence (Q6W5P4 whole entry, looked up): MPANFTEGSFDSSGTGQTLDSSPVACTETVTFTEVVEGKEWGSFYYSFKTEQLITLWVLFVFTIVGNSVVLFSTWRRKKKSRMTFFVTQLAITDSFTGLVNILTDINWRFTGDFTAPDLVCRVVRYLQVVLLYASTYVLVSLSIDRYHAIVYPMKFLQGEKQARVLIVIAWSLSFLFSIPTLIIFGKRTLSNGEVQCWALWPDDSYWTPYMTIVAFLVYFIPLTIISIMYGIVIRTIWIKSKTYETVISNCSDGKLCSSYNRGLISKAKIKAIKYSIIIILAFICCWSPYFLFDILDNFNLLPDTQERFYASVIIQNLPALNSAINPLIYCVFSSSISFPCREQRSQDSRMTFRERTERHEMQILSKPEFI
Tau fibril FP: qHTS for Inhibitors of Tau Fibril Formation, Fluorescence Polarization; K18 P301L tau heparin fibrillization, Alexa594 FP, 6 h; Potency, µM (titrated, usually from 57.7 µM), inactives show top-dose activity, negative = inhibition, usual class: inhibitors; 280,000 tested, 0.39% active; further: potency means the concentration at half of the fitted maximal effect; on the % scale 0 is the no-effect control and ±100 the full control effect; nearly all actives have a fitted effect of over 55% in size
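Human tau K18 […] P301L fragment, 15 uM unlabeled plus 0.24 uM Alexa 594-labeled tau (final), with compound and 20 uM heparin in 100 mM sodium acetate pH 7; 6 hr at 37 C, then Alexa 594 FP read.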
Epigenetic derep: Quantitative High-Throughput Screen for Regulators of Epigenetic Control | murine LDR cells, GFP reporter derepression, 30 h | Potency, µM (doses to about 53.9 µM), for inactives: at the top dose GFP activation, hits mostly activators | 280,000 tested, 0.2% active | AID 1865, 2009; further: potency means the concentration at half of the fitted maximal effect; % of control where 0% means no effect; nearly all actives have a fitted effect of over 60% in size
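Readout is the number of GFP-expressing murine LDR cells, counted by cytometry following washing. Cells were treated with compound for 30 h at 37 C; the stably integrated CMV-GFP locus is normally silent.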
CBFb RUNX1 block: qHTS Assay for Compounds Blocking the Interaction Between CBF-beta and RUNX1 for the Treatment of Acute Myeloid Leukemia. 230,000 tested, under 10 active. AlphaScreen CBFb-His/RUNX1-biotin binding, biochemical. Potency, µM (highest dose often 59.8 µM), without a hit: at the top dose activity, negative = inhibition, hits mostly inhibitors. Runt-related transcription factor 1 (Homo sapiens) + Core-binding factor subunit beta …; further: % of control where 0% means no effect
Target sequence (Q01196 whole entry, looked up): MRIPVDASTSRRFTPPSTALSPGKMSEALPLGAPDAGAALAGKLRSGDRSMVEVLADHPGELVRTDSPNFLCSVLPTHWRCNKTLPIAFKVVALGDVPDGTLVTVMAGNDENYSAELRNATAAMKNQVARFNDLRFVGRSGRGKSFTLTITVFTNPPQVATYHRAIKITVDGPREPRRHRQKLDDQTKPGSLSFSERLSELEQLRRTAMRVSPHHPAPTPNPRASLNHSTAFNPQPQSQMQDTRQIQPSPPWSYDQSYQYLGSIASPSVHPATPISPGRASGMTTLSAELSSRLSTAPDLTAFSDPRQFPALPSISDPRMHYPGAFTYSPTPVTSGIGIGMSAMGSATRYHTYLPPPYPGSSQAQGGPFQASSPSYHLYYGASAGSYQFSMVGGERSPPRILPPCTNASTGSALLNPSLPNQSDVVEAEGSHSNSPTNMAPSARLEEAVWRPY
Target sequence (Q13951 whole entry, looked up): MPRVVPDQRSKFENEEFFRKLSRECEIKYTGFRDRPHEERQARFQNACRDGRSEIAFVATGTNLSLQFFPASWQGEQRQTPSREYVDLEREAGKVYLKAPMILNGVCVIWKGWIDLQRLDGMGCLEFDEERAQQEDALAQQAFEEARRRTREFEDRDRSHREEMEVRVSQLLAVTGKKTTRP
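AlphaScreen binding: CBFb-His and RUNX1-biotin (30 nM each) preincubated 20 min, compound added for 15 min, then nickel and streptavidin beads for 90 min, all at room temperature. Disruption of the interaction by any mechanism counts as activity.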
Tau fluor cs: Counterscreen qHTS for Inhibitors of Tau Fibril Formation, Fluorescence Polarization; 280,000 tested, 0.93% active; tau K18 P301L Alexa594 fluorescence, heparin fibrillization; Potency, µM (series often up to 57.7 µM), inactives show at the top dose activity change, negative = decrease; AID 1463, 2008; further: potency means the concentration at half of the fitted maximal effect; on the % scale 0 is the no-effect control and ±100 the full control effect; nearly all actives have a fitted effect of over 55% in size
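Human tau K18 P301L (15 uM unlabeled, 0.24 uM Alexa 594-labeled) in 100 mM sodium acetate pH 7 with 20 uM heparin, 6 hr at 37 C. ThT 30 uM added, 1 hr ambient; Alexa 594 FP and total fluorescence read at 555/632 nm.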
GLA spleen mod: qHTS Assay for Inhibitors and Activators of Human alpha-Galactosidase From Spleen Homogenate; Potency, µM (top dose mostly 80 µM), inactives show top-dose activity change, negative = inhibition, usual class: inhibitors; 240,000 tested, 0.008% active; human spleen homogenate, 4MU-alpha-Gal fluorescence, 40 min; Alpha-galactosidase A (Homo sapiens), P06280;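 further: potency means the concentration at half of the fitted maximal effect; 0% = enzyme with vehicle and -100% = no enzyme basal signal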
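qHTS titration in buffer at pH 5.0. Alpha-galactosidase activity in spleen homogenate was measured via 4-methylumbelliferone release from 1 mM fluorogenic substrate after 40 min at 37C and a pH 10 stop. AC50 came from Hill fits of control-normalized data.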
TRb-SRC2 inh: qHTS for Inhibitors of the Interaction of Thyroid Hormone Receptor and Steroid Receptor Coregulator 2. Thyroid hormone receptor beta (Homo sapiens), P10828. TRbeta-SRC2 peptide binding, fluorescence polarization; receptor liganded with 1 µM T3. Potency, µM (series often up to 106 µM), inactives show at the highest dose activity change, negative = inhibition, actives largely listed as inhibitors. 280,000 tested, 0.065% active. AID 1469, 2008;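 further: potency means the concentration at half of the fitted maximal effect; plate controls were bound peptide for no effect and peptide without receptor for full effect; nearly all actives have a fitted effect of over 50% in size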
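Polarization signal, normalized between peptide-alone and full complex controls, measured compound effects on T3-liganded human TRb LBD (0.6 uM) binding 20 nM Texas Red SRC2 peptide after 5 hr.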
Starred values were filed as active, the others as inactive; [ ] = another dose, or the depositor's remark. Unless noted, the call rests on the fitted dose curve; in most records, active means well fitted curve in the direction sought with a large enough effect; inconclusive means small, poorly fitted or top-dose-only effect, or another doubt; inactive means no such curve, though single readings can be large; an effect the other way counts as inactive or inconclusive. These rows are one share of the data (hit frequency here may not be typical).

`Cc1ccc2oc(=O)c3cnn(CC(=O)NCCN(C)C)c3c2c1` gave TexasRed fluor -6%, NPSR antagonist 3%[46.1 µM], Tau fibril FP 1%, Epigenetic derep -1.0%, CBFb RUNX1 block -2%, Tau fluor cs 1%, GLA spleen mod 6% and TRb-SRC2 inh 5%.
`COC(=O)C1=C(C)N(CC2CC2)C(=O)N[C@H]1CCc1ccccc1` gave TexasRed fluor -3%, Tau fibril FP -9%, Epigenetic derep -1.1%, CBFb RUNX1 block -6%, Tau fluor cs -6%, GLA spleen mod 5% and TRb-SRC2 inh 0%.
CC(C)c1c(O)cc(-c2ccncc2)n(-c2ccc(Cl)cc2)c1=O was read as TexasRed fluor 1%, NPSR antagonist -9%, Tau fibril FP 6%, Epigenetic derep 0.1%, CBFb RUNX1 block -4%, Tau fluor cs 0%, GLA spleen mod 7% and TRb-SRC2 inh 2%.
CC(=O)c1sc(N2C(=O)c3oc4ccccc4c(=O)c3C2c2ccc(C)cc2)nc1C (stereo not given) was read as TexasRed fluor 6%, Tau fibril FP -2%, Epigenetic derep 2.0%, Tau fluor cs -10% and TRb-SRC2 inh 1%.
For CN(C(=O)COC(=O)c1cc(S(=O)(=O)N2CCOCC2)c(Cl)cc1Cl)C1CCS(=O)(=O)C1 (stereo not given) the results were TexasRed fluor 3%, NPSR antagonist -7%, Tau fibril FP -4%, Epigenetic derep 3.9%, CBFb RUNX1 block -1%, Tau fluor cs 6%, GLA spleen mod -5% and TRb-SRC2 inh 6%.
COc1ccc(C(=O)COC(=O)CCN2C(=O)[C@@H]3[C@H](C2=O)[C@@H]2C[C@H]3C(Br)C2Br)cc1 (stereo not given in full) was read as TexasRed fluor inconclusive, NPSR antagonist 25%, Tau fibril FP 2%, Epigenetic derep 1.1%, CBFb RUNX1 block -3%, Tau fluor cs -1%, GLA spleen mod 9% and TRb-SRC2 inh -28%[53 µM].
O=C(COC(=O)c1ccc(Cl)nc1)Nc1ncc(Cl)cc1Cl was read as TexasRed fluor -4%, NPSR antagonist -5%, Tau fibril FP 13%, Epigenetic derep 0.9%, CBFb RUNX1 block 20%, Tau fluor cs -1%, GLA spleen mod -9% and TRb-SRC2 inh -3%.
Cc1ccccc1CN(c1ccc(C(=O)N/N=C/c2ccc(OCC(N)=O)cc2)cc1)S(C)(=O)=O was read as TexasRed fluor -1%, NPSR antagonist 8%, Tau fibril FP -17%, Epigenetic derep -1.0%, CBFb RUNX1 block -8%, Tau fluor cs -25%, GLA spleen mod 2% and TRb-SRC2 inh 7%.
`Cn1c(=O)oc2cc(S(=O)(=O)N3CCN(Cc4ccc5c(c4)OCO5)CC3)ccc21` gave TexasRed fluor -1%, NPSR antagonist -11%[46.1 µM], Tau fibril FP -5%, Epigenetic derep -0.9%, CBFb RUNX1 block 0%, Tau fluor cs -15%, GLA spleen mod -1% and TRb-SRC2 inh -4%.
O=C(O)CNC(=O)c1ccc2c(c1)OCCO2 was read as TexasRed fluor -4%, NPSR antagonist 15%[46.1 µM], Tau fibril FP 0%, Epigenetic derep -0.7%, CBFb RUNX1 block -3%, Tau fluor cs 6%, GLA spleen mod -5% and TRb-SRC2 inh 2%.
Screening O=C(CCC1N=C2c3ccccc3N=C(SCc3ccc(F)cc3)N2C1=O)N1CCN(c2ccccc2)CC1 (stereo not given) returned TexasRed fluor -1%, Tau fibril FP 3%, Epigenetic derep -3.1%, Tau fluor cs -17% and TRb-SRC2 inh -9%.
For Cc1cccc(CC(=O)Nc2cccc(-c3cn4cccnc4n3)c2)c1 the results were TexasRed fluor -3%, Tau fibril FP 1%, Epigenetic derep 0.8%, Tau fluor cs -27% and TRb-SRC2 inh -4%.
Screening CCOC(=O)Cn1nc(C)c(NC(=O)COc2cccc(Cl)c2)c1C returned TexasRed fluor -2%, NPSR antagonist 13%, Tau fibril FP -5%, Epigenetic derep -2.7%, CBFb RUNX1 block 13%, Tau fluor cs -6%, GLA spleen mod 3% and TRb-SRC2 inh -3%.
COC(=O)N/N=C/c1sc(N2CCCCC2)nc1-c1cccs1 was read as TexasRed fluor -3%, NPSR antagonist -36%, Tau fibril FP 3%, Epigenetic derep 1.6%, CBFb RUNX1 block -6%, Tau fluor cs inconclusive, GLA spleen mod 1% and TRb-SRC2 inh -11%.
CCC(=O)N1CCc2cc(Br)cc(S(=O)(=O)CCC(=O)N3CCN(c4cc(C)ccc4C)CC3)c21 was read as TexasRed fluor 0%, Tau fibril FP -2%, Epigenetic derep -0.9%, Tau fluor cs -17% and TRb-SRC2 inh -11%.
`CCCNC(=O)C(Sc1ccccc1)c1ccccc1` (stereo not given) gave TexasRed fluor -6%, NPSR antagonist 4%, Tau fibril FP 1%, Epigenetic derep 0.0%, CBFb RUNX1 block 9%, Tau fluor cs -2%, GLA spleen mod -9% and TRb-SRC2 inh -5%.
`CN(C)c1ccc(/C=C2/C=C(c3ccc4c(c3)CCCC4)OC2=O)cc1` gave TexasRed fluor -1%, NPSR antagonist -4%, Tau fibril FP inconclusive, Epigenetic derep -0.1%, CBFb RUNX1 block 8%, Tau fluor cs inconclusive, GLA spleen mod 3% and TRb-SRC2 inh 0%.
Screening CC(=O)Nc1cccc(OCc2c(F)cccc2Cl)c1 returned TexasRed fluor 5%, NPSR antagonist -4%, Tau fibril FP -3%, Epigenetic derep -0.1%, CBFb RUNX1 block 6%, Tau fluor cs 8%, GLA spleen mod 0% and TRb-SRC2 inh -3%.
Screening O=c1ccc2ccc(O)c(O)c2o1 returned TexasRed fluor inconclusive, NPSR antagonist inconclusive, Tau fibril FP inconclusive, Epigenetic derep 0.0%, CBFb RUNX1 block inconclusive, Tau fluor cs -24%, GLA spleen mod 23% and TRb-SRC2 inh -7%.
For COC(=O)c1ccc(NC(=O)C2CCN(C(=O)c3ccc(F)cc3)CC2)cc1 the results were TexasRed fluor -2%, Tau fibril FP -10%, Epigenetic derep 0.6%, Tau fluor cs -6% and TRb-SRC2 inh -2%.
`CN(/N=C/c1ccncc1)c1cnc2ccccc2n1` gave TexasRed fluor -6%, NPSR antagonist -8%, Tau fibril FP -4%, Epigenetic derep 0.9%, CBFb RUNX1 block -7%, Tau fluor cs -9%, GLA spleen mod -8% and TRb-SRC2 inh -2%.
`Cc1cc2cc3c(cc2nc1SCC(=O)N1CCN(C(=O)c2ccco2)CC1)OCO3` gave TexasRed fluor -3%, NPSR antagonist -22%[46.1 µM], Tau fibril FP 0%, Epigenetic derep -0.7%, CBFb RUNX1 block -4%, Tau fluor cs 1%, GLA spleen mod -13% and TRb-SRC2 inh 10%.
O=C(Nc1cccnc1)C1CCCN(S(=O)(=O)c2cccc3nsnc23)C1 (stereo not given) was read as TexasRed fluor 2%, NPSR antagonist -3%[46.1 µM], Tau fibril FP 6%, Epigenetic derep -0.2%, CBFb RUNX1 block 0%, Tau fluor cs -9%, GLA spleen mod -1% and TRb-SRC2 inh 6%.
COc1ccccc1NC(=O)CSc1nnc(-c2ccccc2C)o1 was read as TexasRed fluor 2%, Tau fibril FP 2%, Epigenetic derep -1.6%, Tau fluor cs -8% and TRb-SRC2 inh 0%.

Quoted from above, two compounds:
Screening CCOC(=O)Cn1nc(C)c(NC(=O)COc2cccc(Cl)c2)c1C returned TexasRed fluor -2%, NPSR antagonist 13%, Tau fibril FP -5%, Epigenetic derep -2.7%, CBFb RUNX1 block 13%, Tau fluor cs -6%, GLA spleen mod 3% and TRb-SRC2 inh -3%.
COC(=O)N/N=C/c1sc(N2CCCCC2)nc1-c1cccs1 was read as TexasRed fluor -3%, NPSR antagonist -36%, Tau fibril FP 3%, Epigenetic derep 1.6%, CBFb RUNX1 block -6%, Tau fluor cs inconclusive, GLA spleen mod 1% and TRb-SRC2 inh -11%.

The list continues:
`O=C(CN1CCC2(CC1)OCCO2)c1c[nH]c2ccccc12` gave TexasRed fluor 0%, NPSR antagonist 1%[46.1 µM], Tau fibril FP -4%, Epigenetic derep -0.2%, CBFb RUNX1 block -1%, Tau fluor cs -13%, GLA spleen mod -10% and TRb-SRC2 inh 2%.
For COc1ccc2cc3c(N)c(C(=O)NCc4ccco4)sc3nc2c1 the results were TexasRed fluor -19%, NPSR antagonist -5%[46.1 µM], Tau fibril FP 10%, Epigenetic derep inconclusive, CBFb RUNX1 block -7%, Tau fluor cs inconclusive, GLA spleen mod -10% and TRb-SRC2 inh 0%.
COc1ccc(S(=O)(=O)N(CCc2ccccc2)CC(=O)NCc2ccccc2)cc1OC was read as TexasRed fluor -32%, Tau fibril FP 6%, Epigenetic derep -1.6%, Tau fluor cs -17% and TRb-SRC2 inh -4%.
Screening Cc1cc(C)n2nc(C(=O)Nc3ccc4c(c3)CCC4)nc2n1 returned TexasRed fluor 0%, NPSR antagonist -4%, Tau fibril FP 4%, Epigenetic derep -1.5%, CBFb RUNX1 block 4%, Tau fluor cs 1%, GLA spleen mod -1% and TRb-SRC2 inh -8%.
Screening O=C(CCN1CCN(c2ccccc2)CC1)NNC(=S)Nc1ccccc1Cl returned TexasRed fluor 6%, NPSR antagonist -2%, Tau fibril FP 1%, Epigenetic derep -1.4%, CBFb RUNX1 block -5%, Tau fluor cs 4%, GLA spleen mod 3% and TRb-SRC2 inh -1%.
Cc1cc(-n2c(C)nc3ccccc3c2=O)ccc1NC(=O)c1cccc([N+](=O)[O-])c1 was read as TexasRed fluor 1%, Tau fibril FP -7%, Epigenetic derep 1.8%, Tau fluor cs -19% and TRb-SRC2 inh -10%.
